TNAP activation fold: human TNAP enzyme activators, primary screen, biochemical, luminescent, no phosphate acceptor, uHTS (AID 1001); hit rate 0.03% among 200,000; activation fold at 20 µM; hits with a dose series show EC50 in µM; purified TNAP, luminescent activation assay, no phosphate acceptor; higher activation fold means a stronger effect; in the data active means activation fold from about 3, or a potency from the dose series; inactive means the rest, 99 in 100 with activation fold below about 1.6; further: many of its hits are not listed in these tables
Rac1 GTP hydrolysis: MgcRacGAP GTPase-activating activity inhibitors, confirmation, biochemical, ADP Hunter fluorescence; inhibition, % at 30 µM; hits with a dose series show IC50 in µM; MgcRacGAP-stimulated Rac1 GTP hydrolysis, ADP Hunter fluorescence; higher % means a stronger effect; GST-tagged Rac1 F28L mutant substrate; hit rate 0.6% among 340,000;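 active means first-screen hits whose inhibition reached a set limit at any dose in the follow-up dose series; inconclusive means inhibition above the set first-screen limit but never retested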;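 further: fluorescence reports GDP produced by GAP-driven GTP hydrolysis; strong numbers were not always called active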
UTI89 phage lysis: inhibition of K1F phage lysis, E. coli UTI89, bacterial capsule biogenesis inhibitors, alamar blue (AID 488966); one-dose inhibition, % at 100 µM; IC50 in µM for titrated hits; hit rate 0.02% among 340,000; E. coli UTI89 K1F phage lysis, alamar blue, 2 h; higher % means a stronger effect;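 active means phage lysis inhibition, versus mean bacterial control, above a set limit; inconclusive means no clear call, values can overlap the other calls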;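 further: capsule biogenesis inhibitors block K1F phage lysis so surviving cells raise fluorescence; higher fluorescence means more inhibition of phage lysis; actives were called in the ten point dose series up to 300 µM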
T cell modulator: T cell immune modulators affecting CD8 T cell-vesicle binding; 2C CD8+ T cell-vesicle binding, flow cytometry; hits give low values; hit rate 0.068% among 330,000; calls only at 7 µM; AID 2052;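 active means response, share of CD8 T cells binding vesicles, and their 90th percentile fluorescence all below set limits, cut at about 80% in these data, passing the limit was not always enough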
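Material: 2C TCR transgenic mouse naive CD8+ T cells, MACS-purified. Also added: QL9-charged Drosophila Ld/ICAM-1/B7-1 vesicles. Timing: binding 1.5 h at 37 °C. Measured by: high-throughput flow cytometry with anti-B7-1 and anti-CD8 staining. Read-out: percent CD8+ FL2 mean versus row control. Controls: Unloaded micro-vesicles (low), QL9 vesicles with 0.7% DMSO (high).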
PhoP inhibition: inhibitors of PhoP regulon expression, primary screen, Salmonella Typhimurium, GFP reporter (AID 1863). S. Typhimurium PhoP-regulated promoter GFP reporter, 4 h; higher % means a stronger effect. inhibition, % at 50 µM; hits with a dose series show IC50 in µM. hit rate 0.16% among 300,000;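 active means inhibition over 29.93%, a cutoff 3 SD above the screen mean, later confirmed by dose response; inconclusive means inhibition over 29.93% but no dose response follow-up; inactive means inhibition at most 29.93% or unconfirmed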;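 further: 0% = low Mg2+ inducing control and 100% = high Mg2+ repressing control; strong numbers were not always called active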
Myeloid diff 2: myeloid differentiation induction; hit rate 1% among 360,000; ER-HoxA9 myeloid progenitors, lysozyme-GFP differentiation, flow cytometry; calls only at 10 µM;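 active means normalized GFP-positive differentiation at or above the plate's own cutoff, the solvent-only control mean plus 3 SD; inconclusive means no clear call, values can overlap the other calls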;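 further: cells exposed to compound for four days before flow analysis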
Large T inhibition: TAg ATPase/helicase activity blockers – biochemical (AID 1903) | inhibition, % at 20 µM, or IC50 in µM where a hit was titrated | hit rate 0.39% among 310,000 | SV40 large T antigen ATPase/helicase inhibition assay; higher % means a stronger effect; in the data active means a potency from the dose series; inconclusive means inhibition mostly from about 32% at the one dose, without a potency; inactive means the rest, 99 in 100 with inhibition below about 32%; further: strong numbers were not always called active
NTR1 ag: agonists of NTR1, primary screen, imaging, U2OS cells, beta-arrestin-GFP, high content (AID 493036) | hit rate 0.17% among 330,000 | NTR1-U2OS beta-arrestin-GFP spot imaging, agonist mode | activation, % at 20 µM;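 active means activation at or above 40% of the spot to cytoplasm intensity ratio, with at least 20 cells analyzed; inconclusive means wells under 20 cells, flagged as cytotoxic or low count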;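 further: 0% = DMSO without peptide and 100% = 100 nM NTR1 peptide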
Target sequence (P30989 whole entry, looked up): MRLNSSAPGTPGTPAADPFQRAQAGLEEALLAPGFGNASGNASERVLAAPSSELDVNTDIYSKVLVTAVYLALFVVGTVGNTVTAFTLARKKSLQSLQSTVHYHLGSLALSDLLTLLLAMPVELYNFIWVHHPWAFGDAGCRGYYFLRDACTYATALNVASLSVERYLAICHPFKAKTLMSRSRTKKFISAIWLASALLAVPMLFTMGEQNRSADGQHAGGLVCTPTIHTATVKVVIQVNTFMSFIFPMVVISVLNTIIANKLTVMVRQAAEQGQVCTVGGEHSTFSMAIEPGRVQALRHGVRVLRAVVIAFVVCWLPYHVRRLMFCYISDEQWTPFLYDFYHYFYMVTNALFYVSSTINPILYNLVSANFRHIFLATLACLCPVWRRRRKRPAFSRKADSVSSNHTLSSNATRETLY
RSV antiviral HEp-2: inhibition of RSV-induced cytopathic effect – HEp-2 cells, primary 10 µM value included (AID 2391); HEp-2 cells, RSV-induced CPE inhibition; higher % means a stronger effect; one-dose CPE inhibition, % at 10 µM; IC50 in µM for titrated hits; hit rate 0.13% among 310,000; in the data active means a potency from the dose series; inconclusive means CPE inhibition mostly from about 23% at the one dose, without a potency; inactive means the rest, 99 in 100 with CPE inhibition below about 21%; further: strong numbers were not always called active
T cell modulator vesicle-bound %: further read-out of T cell modulator, marked with its call; double positive events, %; measured here: CD8+ vesicle-bound cell fraction;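 binding gate set so that unloaded-vesicle control wells show 10% double positive cells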
NTR1 ag cell count 20 µM: further read-out of NTR1 ag, marked with its call; cell count; measured here: cell count, cytotoxicity flag
Myeloid diff 2 GFP+ MAC1+ %: further read-out of Myeloid diff 2, marked with its call; GFP+ MAC1+ double positive, %; measured here: differentiation confirmed by MAC1 staining
* marks the source's active call; other numbers are inactive results; i = inactive; ? = inconclusive; . = not tested or not shown; [ ] = another dose, or the depositor's remark.

SMILES | TNAP activation fold | Rac1 GTP hydrolysis | UTI89 phage lysis | T cell modulator | T cell modulator vesicle-bound % | PhoP inhibition | Myeloid diff 2 | Myeloid diff 2 GFP+ MAC1+ % | Large T inhibition | NTR1 ag | NTR1 ag cell count 20 µM | RSV antiviral HEp-2
COc1ccc(-c2cn3c(C)c(C(=O)N4CCCc5ccccc54)sc3n2)cc1 | . | -1% | 1.3% | i | 26 | . | i | 1.8 | 5% | 2.0 | 94 | 51%
Cc1ccc(S(=O)(=O)NCC(=O)Nc2cccnc2)cc1C | . | 1% | -2.2% | i | 28 | . | i | 1.0 | . | 1.0 | 73 | .
CCc1ccc(NC(=O)CN(c2ccccc2)S(=O)(=O)N(C)C)cc1 | 1.1 | 7% | -4.0% | i | 64 | 7% | i | 0.1 | 9% | -0.2 | 97 | -0.8%
COc1cc(OC)cc(-c2cc3nc(C)c(CCC(=O)NC(C)CCc4ccco4)c(C)n3n2)c1 (stereo not given) | 1.1 | -1% | -0.5% | i | 15 | -8% | i | 1.1 | -4% | 1.3 | 81 | 2.5%
CCCOc1ccc(/C=N/NC(=O)CN2CCCCC2)cc1 | . | 12% | 0.2% | i | 64 | 8% | i | 0.9 | 9% | 1.6 | 58 | -0.7%
CC(C)/C=C/CN1CCN(CCCc2ccccc2)C(CCO)C1 (stereo not given) | . | 8% | 0.3% | i | 51 | -3% | i | 0.3 | -1% | 0.2 | 62 | -1.2%
O=C(N/N=C/c1cccc(Cl)c1Cl)Nc1ccccc1 | 1.1 | -6% | -1.1% | i | 13 | -9% | i | 5.8 | -2% | 1.3 | 75 | 1.5%
CCOC(=O)C1(CC2CC2)CCN(Cc2cnc(-c3ccccc3C)nc2)CC1 | 1 | -5% | -0.2% | i | 42 | -5% | i | 0.9 | 12% | 0.2 | 49 | 20%
CCC1=C(OC(=O)N(CC)CC)N2C(=O)OC(=NCCOC)[C@]2(Cc2ccccc2)[C@H]2C1=CC[C@H]1C(=O)N(CC(=O)OC)C(=O)[C@H]12 | . | 12% | 0.7% | i | 10 | -4% | i | 1.3 | 9% | 5.0 | 81 | 1.7%
O=C(CN1CCN(C(=O)c2ccccc2)CC1)Nc1ccccc1 | . | 9% | 0.4% | i | 21 | 0% | i | 1.0 | -18% | 0.3 | 47 | -0.2%
CC(C)c1nc(CNC(=O)c2ccc(OC3CCN(Cc4ccccn4)CC3)cc2)cs1 | . | 1% | 0.5% | i | 25 | -1% | i | 3.3 | 19% | -1.1 | 66 | 0.9%
COc1cccc(CN(CC(=O)NCC2CCCO2)C(=O)CCC(=O)Nc2cc(C)on2)c1 (stereo not given) | 1.1 | 9% | -0.8% | i | 53 | -4% | i | 0.6 | 9% | 2.6 | 86 | 1.7%
O=C(CSc1cc(Cl)ccc1Cl)NC1CCCC1 | . | 11% | 0.2% | i | 24 | 10% | i | 1.2 | 6% | -0.2 | 53 | 0.0%
Cc1oc(C(C)(C)C)cc1C(=O)Nc1ccc2c(c1)OCCO2 | 1.1 | 14% | 1.8% | i | 43 | 8% | i | 0.7 | 5% | 0.2 | 37 | 8.7%
COc1ccc(Cc2nnc(SCc3c(C)noc3C)n2C2CCCCC2)cc1OC | 1.1 | -5% | 2.0% | i | 34 | -4% | i | 2.3 | 7% | 2.3 | 62 | 4.1%
O=C(NCc1cccnc1)C(=O)Nc1nc2ccccc2s1 | 1.1 | -3% | 0.0% | i | 60 | 0% | i | 0.3 | -4% | 0.1 | 92 | 1.1%
COc1ccc2ccccc2c1/C=N/n1cnnc1 | . | 7% | -0.8% | i | 46 | -1% | i | 1.0 | 7% | -0.4 | 52 | 4.6%
CCOC(=O)CNC(=O)CSc1nc2sc(C)c(C)c2c(=O)n1C | 1.1 | 5% | 0.0% | i | 57 | -5% | i | 0.4 | 5% | 1.3 | 80 | 3.5%
Nc1ccccc1C#CC(=O)c1ccccc1 | . | 6% | -0.2% | i | 58 | . | ? | . | 20% | 71* | 92* | -1.8%
COc1ccc(OCC(=O)Nc2ccc3c(c2)n(C)c(=O)n3C)cc1 | . | 15% | 0.4% | i | 60 | 6% | i | 1.1 | 5% | 0.7 | 49 | -0.1%
CCOC(=O)c1ccc(-c2c(C(=O)OCC)oc3cc(O)c(CC)cc3c2=O)o1 | 1.1 | 4% | -0.1% | i | 18 | -1% | i | 0.8 | 5% | 9.5 | 97 | 4.4%
Cc1ccccc1NC(=O)c1ccc(C)c(S(=O)(=O)NCc2cccnc2)c1 | . | 5% | 0.0% | i | 60 | 2% | i | 0.8 | 4% | 1.3 | 63 | 1.3%
Cc1cc(C)c2nc(SCC(=O)Nc3ccc(S(=O)(=O)N4CCCC4)cc3)c(C)cc2c1 | 1.1 | 10% | 0.4% | i | 28 | -14% | i | 1.3 | 3% | 0.0 | 100 | -1.9%
COc1cc(NC(=O)c2ccccc2-c2ccccc2)cc(OC)c1 | 1.1 | 8% | 0.1% | i | 31 | -33% | i | 0.1 | 5% | 1.6 | 70 | 1.4%
CC(=O)NCCN1C(=O)C2C3c4ccccc4C(c4ccccc43)C2C1=O (stereo not given) | 1 | 0% | -0.2% | i | 44 | 0% | i | 0.9 | 9% | 0.0 | 84 | 1.2%
CCOC(=O)C1CCCN(Cc2cc(=O)oc3cc(C)ccc23)C1 (stereo not given) | 1.1 | 4% | 0.1% | i | 22 | -3% | i | 0.6 | 7% | 1.4 | 64 | 6.3%
O=C(C1CCC(=O)N(C2CCCC2)C1)N1CCN(c2ccccc2Cl)CC1 (stereo not given) | . | 3% | 0.3% | i | 54 | -1% | i | 1.9 | 10% | 0.5 | 62 | -0.3%
Cc1sc(C(C2C(=O)CC(C)(C)CC2=O)C2C(=O)CC(C)(C)CC2=O)cc1[N+](=O)[O-] | 0.9 | 17% | -0.3% | i | 60 | -2% | i | 0.5 | 38% | 17 | 80 | 0.8%
O=C(Nc1ccn(Cc2ccccc2)n1)c1cccc(F)c1 | 1.1 | 13% | 0.1% | . | . | 5% | i | 0.4 | 1% | . | . | .
COc1cc2ccccc2cc1-c1nnc(COc2ccccc2)o1 | 1.1 | -10% | 2.4% | i | 49 | -4% | i | 0.9 | 6% | 2.6 | 45 | 1.4%
COc1ccccc1Nc1nc(N)nc(CSc2nnc(C)s2)n1 | 1.1 | 5% | 0.0% | i | 5 | 3% | i | 1.3 | 3% | -0.7 | 77 | 1.8%
CN(Cc1ccccc1)S(=O)(=O)c1ccc(Cl)c(C(=O)OCC(=O)NC2CCS(=O)(=O)C2)c1 (stereo not given) | . | 1% | 0.7%[50 µM] | i | 44 | . | i | 0.6 | . | -1.4 | 70 | .
CCOC(=O)C1=CC[C@@H](c2ccco2)N(S(=O)(=O)c2ccc(C)cc2)[C@H]1C(=O)OCC | . | 12% | 0.1% | i | 42 | . | i | 0.4 | . | -1.4 | 55 | 2.6%
O=C1c2ccccc2NC(c2ccc(-c3cccc(Cl)c3)o2)N1O (stereo not given) | 1 | 3% | -2.6% | i | 36 | 114µM* | i | 1.5 | 4% | 1.5 | 56 | -0.1%
CC1Cc2cc(S(=O)(=O)NCc3ccccc3)ccc2N1C(=O)C1CCC1 (stereo not given) | . | 7% | 0.4% | i | 14 | 1% | i | 0.0 | 6% | 1.4 | 59 | 15%
CCn1nnc(-c2ccccc2NC(=O)C(F)(F)F)n1 | 1.1 | 6% | 0.1% | i | 33 | -6% | i | 7.1 | 11% | 0.8 | 47 | -0.2%
CCOC(=O)Nc1ccc([N+](=O)[O-])cc1C | 1.1 | 11% | 1.4%[50 µM] | i | 6 | -4% | i | 1.2 | 8% | 0.2 | 77 | 1.9%
CCOC(=O)C[C@H]1c2cc(F)ccc2S(=O)(=O)N1C1CCCCC1 | . | 12% | 0.4% | i | 28 | -12% | i | 1.3 | 23% | -2.0 | 84 | -0.3%
c1cc2c(cn1)cnc1cscc12 | 1 | 4% | -0.2% | i | 53 | -10% | i | 0.0 | -1% | 0.4 | 96 | 1.6%
Cc1ccc(OCC(=O)N2CCN(C(=O)c3ccncc3)CC2)cc1 | 1 | 0% | 0.3% | i | 22 | 8% | i | 0.1 | 3% | -1.5 | 30 | 2.2%
Cc1[nH]n(-c2ncc(-c3ccccc3)s2)c(=O)c1C(c1ccc(Br)cc1)C(C#N)C#N (stereo not given) | 1.3 | -4% | -0.4% | i | 50 | 26% | i | 0.5 | 35% | 7.3 | 48 | 4.9%
COc1ccc2[nH]c3nc(SCC(=O)NC4CC4)nnc3c2c1 | . | 11% | 0.7% | i | 27 | 8% | i | 1.2 | 3% | -1.2 | 40 | 3.3%
Cc1cccc(NC(=O)CSCC(=O)Nc2cc(Cl)ccc2N2CCOCC2)c1 | . | 13% | 0.5%[50 µM] | i | 50 | 5% | i | 1.0 | 5% | 4.2 | 63 | -0.3%
CCOc1ccc(/C=C/C(=O)OCC(=O)NCCc2ccc(OCC)c(OCC)c2)cc1OC | . | 1% | 1.5%[50 µM] | i | 32 | -4% | i | 0.7 | 6% | 0.8 | 56 | -1.5%
CC(=O)c1ccc(-n2nnnc2SCC(=O)NC2CCCCC2)cc1 | . | 7% | 0.1% | i | 22 | -1% | i | 3.6 | 8% | -1.4 | 40 | 1.0%

Ordered by molecular weight (rising): 3 of the compounds above.
SMILES | TNAP activation fold | Rac1 GTP hydrolysis | UTI89 phage lysis | T cell modulator | T cell modulator vesicle-bound % | PhoP inhibition | Myeloid diff 2 | Myeloid diff 2 GFP+ MAC1+ % | Large T inhibition | NTR1 ag | NTR1 ag cell count 20 µM | RSV antiviral HEp-2
COc1ccc2[nH]c3nc(SCC(=O)NC4CC4)nnc3c2c1 | . | 11% | 0.7% | i | 27 | 8% | i | 1.2 | 3% | -1.2 | 40 | 3.3%
CC(=O)c1ccc(-n2nnnc2SCC(=O)NC2CCCCC2)cc1 | . | 7% | 0.1% | i | 22 | -1% | i | 3.6 | 8% | -1.4 | 40 | 1.0%
Cc1cccc(NC(=O)CSCC(=O)Nc2cc(Cl)ccc2N2CCOCC2)c1 | . | 13% | 0.5%[50 µM] | i | 50 | 5% | i | 1.0 | 5% | 4.2 | 63 | -0.3%

Source: PubChem
